AID2073: inhibitors of Mint1-CaV2.2 protein interaction, biochemical, HTRF (AID 2073); Voltage-dependent N-type calcium channel subunit alpha-1B (Homo sapiens); HTRF protein-protein interaction, Mint1-CaV2.2; higher % means a stronger effect; 0.19% of 290,000 active; inhibition, % at 20 µM, or IC50 in µM where a hit was titrated; in the data active = inhibition mostly above about 51%, no sharp cut-off; also: some results filed as inactive read as strong as hits
M17LAP inhibition: P. falciparum M17LAP inhibitors, primary screen, biochemical, fluorogenic H-Leu-NHMec substrate, 1536-well (AID 1619) | inhibition, % at 30 µM, or IC50 in µM where a hit was titrated | Leucine aminopeptidase (Plasmodium falciparum (isolate 3D7)) | 0.38% of 220,000 active | recombinant M17LAP, H-Leu-NHMec fluorogenic kinetic assay; higher % means a stronger effect;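 active = compound inhibiting the enzyme by more than half at any dose during confirmatory dose-response retesting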;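 also: plate controls were full reaction with DMSO carrier for no effect and no enzyme background for full effect; strong numbers were not always called active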
GPR55 beta-arrestin: GPR55 agonists via beta-arrestin recruitment, primary screen, imaging, U2OS cells, beta-arrestin-GFP redistribution (AID 1961). activation, % at 10 µM; hits with a dose series show EC50 in µM. 0.048% of 290,000 active. U2OS GPR55 beta-arrestin-GFP redistribution imaging; higher % means a stronger effect. G-protein coupled receptor 55 (Homo sapiens);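 active = activation above 40% with more than 50 cells counted in the well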;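 also: U2OS osteosarcoma cells stably expressing GPR55 and beta-arrestin-GFP; plate controls were DMSO negative control for no effect and LPI positive control for full effect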
NOD1 inhibition: NOD1 signaling inhibitors, primary screen, cell-based, luminescence, uHTS (AID 1578) | NOD1-driven NF-kB luciferase reporter cells, luminescence; higher % means a stronger effect | one-dose inhibition, % at 4 µM; EC50 in µM for titrated hits | 1% of 290,000 active; in the data active = inhibition mostly above about 36%, no sharp cut-off; inactive = mostly below about 34%;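 also: HEK-293T reporter cells stimulated with the NOD1 agonist gamma-tri-DAP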
KOR beta-arrestin-1: KOR antagonists, beta-arrestin recruitment, cell-based, luminescence, uHTS (AID 1778). KOR beta-arrestin recruitment, luminescence, antagonist mode; higher % means a stronger effect. 0.091% of 290,000 active. inhibition, % at 10 µM; hits with a dose series show IC50 in µM; also: strong numbers were not always called active
NOD2 inhibition: NOD2 signaling inhibitors, cell-based, luminescence, uHTS, HEK293 (AID 1566) | HEK293 NOD2/NF-kB luciferase reporter, luminescence; higher % means a stronger effect | 0.63% of 290,000 active | inhibition, % at 4 µM; hits with a dose series show EC50 in µM; also: many of its hits are not listed in these tables
KOR beta-arrestin-2: KOR agonists, beta-arrestin recruitment, primary screen, cell-based, luminescence, uHTS (AID 1777) | Kappa-type opioid receptor (Homo sapiens) | KOR beta-arrestin recruitment, luminescence; higher % means a stronger effect | one-dose activation, % at 10 µM; EC50 in µM for titrated hits | 0.02% of 280,000 active; in the data active = activation above about 50%, passing the limit was not always enough; also: a part of the inactive calls stands beside numbers as strong as those of hits
P. falciparum M1AAP: P. falciparum M1AAP inhibitors, biochemical, fluorogenic H-Leu-NHMec substrate, 1536-well (AID 1445); recombinant M1AAP, H-Leu-NHMec fluorogenic kinetic assay; higher % means a stronger effect; 0.42% of 220,000 active; Aminopeptidase N (Plasmodium falciparum (isolate 3D7)); inhibition, % at 30 µM; hits with a dose series show IC50 in µM;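 active = primary inhibition above the hit cutoff, then over 50% inhibition at one or more dose response concentrations, cut at about 23% in these data, passing the limit was not always enough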;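 also: plate controls were DMSO full reaction for no effect and no enzyme background for full effect; strong numbers were not always called active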
Dynein cargo inh: inhibitors of GR-EGFP nuclear translocation, primary screen, dynein cargo transport inhibitor project, imaging, high-content, 3617.4 mouse cells. test concentration mostly 20 µM; stimulated with dexamethasone, 1 µM; active compounds read low. z-score, hits read low. 0.47% of 220,000 active. AID 1381, 2008;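 active = plate z-score of nuclear minus cytoplasmic receptor signal below a set negative limit, without overly bright fluorescence or cell loss, cut at about -3.5 in these data, passing the limit was not always enough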;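 also: z-score of nuclear minus cytoplasmic ring GR-EGFP intensity difference per well; some compounds called inactive have numbers as strong as hits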
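Buffer or medium: tet-free medium with charcoal-stripped serum / Also added: dexamethasone agonist, 1.0 µM final, for 30 min / Timing: induction 48 h, compound 1 h, agonist 30 min / Measured by: high-content fluorescence imaging after fixation / Read-out: nuclear-to-cytoplasmic GR-EGFP distribution per well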
Dynein cargo inh cytoplasmic EGFP: second read-out of Dynein cargo inh, no call of its own (marks repeat the call); z-score; measured here: cytoplasmic GR-EGFP intensity; active compounds read high
Dynein cargo inh nuclear GR-EGFP: recorded beside Dynein cargo inh, whose call it bears; z-score; measured here: nuclear GR-EGFP intensity;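 lower value marks the stronger effect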
Dynein cargo inh cell count: second read-out of Dynein cargo inh, no call of its own (marks repeat the call); z-score; measured here: cell count per field
An asterisk follows results filed as active; / = not tested or not shown; [ ] = another dose, or the depositor's remark. Rule as the data show it, unless noted: active = inhibition above about 50%; inactive = the rest. A portion of the library. The share of hits here may be higher or lower than overall.

1: O=C(OCn1nnc2ccccc2c1=O)C1CCN(S(=O)(=O)c2cccs2)CC1
2: CC1=CC2=NC(=O)/C(=C\c3cc(C)n(-c4ccccc4F)c3C)C(=N)N2O1
3: COc1ccc2oc(C(=O)NCC3CCCO3)c(C)c2c1 (stereo not drawn)
4: COc1ccc(NC(=S)N2CCCC(c3nc4ccc(C)cc4[nH]3)C2)cc1 (stereo not drawn)
5: COc1cc(NC(=O)COC(=O)CCCC2=NS(=O)(=O)c3ccccc3N2)cc(OC)c1
6: CCN(CC)c1nc2ccccc2n(Cc2cccc(OC)c2)c1=O
7: COc1ccc(CNC2CCCc3ccccc32)cc1OC (stereo not drawn)
8: COc1ccc(CNC(=O)C(c2ccc(C)o2)N(C(=O)c2csnn2)c2ccc(C(C)C)cc2)cc1 (stereo not drawn)
Screen / compound no.,1,2,3,4,5,6,7,8
AID2073,3%,7%,15%,-17%,-1%,12%,12%,-3%
M17LAP inhibition,-2%,-20%,/,0%,/,/,6%,3%
GPR55 beta-arrestin,-0.2%,-0.2%,0.3%,-0.1%,-0.1%,0.2%,-0.4%,0.2%
NOD1 inhibition,12%,-22%,-37%,-18%,-3%,-1%,-16%,2%
KOR beta-arrestin-1,0%,-19%,40%,2%,-30%,-11%,-1%,2%
NOD2 inhibition,-2%,16%,-60%,-16%,9%,8%,-9%,2%
KOR beta-arrestin-2,-2.3%,6.9%,-5.3%,-2.9%,1.5%,-2.3%,1.8%,-0.6%
P. falciparum M1AAP,5%,6%,/,2%,/,/,-1%,9%
Dynein cargo inh,0.73,0.025,/,-0.21,/,/,0.12,0.78
Dynein cargo inh cytoplasmic EGFP,-0.083,-0.25,/,-0.23,/,/,-0.2,0.56
Dynein cargo inh nuclear GR-EGFP,0.8,0.14,/,0.087,/,/,0.087,0.94
Dynein cargo inh cell count,-0.37,-0.11,/,1,/,/,-0.0011,-1.4

9: C#CCOc1coc(COC(=O)c2ccccc2)cc1=O
10: COc1ccc(CCNC2=CC(=O)N(c3ccc(F)cc3)C2=O)cc1
11: Cc1ccc(C(=O)Nc2ccc(O)cc2C(=O)O)cc1C
12: CCOc1ccc2nc(N(Cc3ccccc3)C(=O)CCNC(C)=O)sc2c1
13: COc1ccc(-c2noc(C3CCCN(C(=O)c4cccs4)C3)n2)cc1 (stereo not drawn)
14: COc1ccc(C)cc1Nc1n[n+](-c2ccccc2)c(-c2cc(OC)c(OC)cc2Br)s1
15: CC(NC(=O)CNC(=O)c1sc2ccccc2c1Cl)c1cccnc1 (stereo not drawn)
16: O=C(O)CC(NS(=O)(=O)c1c(F)cc(F)cc1Br)c1ccccc1Cl (stereo not drawn)
Screen / compound no.,9,10,11,12,13,14,15,16
AID2073,0%,24%,1%,4%,-5%,-6%,-1%,-6%
M17LAP inhibition,/,-1%,-23%,/,9%,/,/,5%
GPR55 beta-arrestin,1.3%,0.1%,-0.1%,-0.2%,-0.1%,0.2%,-0.1%,-0.5%
NOD1 inhibition,-59%,-17%,-2%,-53%,-10%,-17%,-26%,-40%
KOR beta-arrestin-1,-32%,-6%,24%,24%,-3%,-39%[20 µM],-24%,-17%
NOD2 inhibition,1%,-2%,18%,-23%,23%,7%,-3%,12%
KOR beta-arrestin-2,-1.0%,-5.7%,-1.7%,-3.7%,-2.1%,-2.7%,-0.5%,0.3%
P. falciparum M1AAP,/,0%,10%,/,3%,/,/,0%
Dynein cargo inh,/,-0.36,-0.4,/,0.19,/,/,0.67
Dynein cargo inh cytoplasmic EGFP,/,-0.12,-0.12,/,-0.21,/,/,-0.28
Dynein cargo inh nuclear GR-EGFP,/,-0.16,-0.2,/,0.26,/,/,0.71
Dynein cargo inh cell count,/,0.48,-0.0076,/,-0.39,/,/,-0.93

Of the compounds above, 3 contain fluorine:
2: CC1=CC2=NC(=O)/C(=C\c3cc(C)n(-c4ccccc4F)c3C)C(=N)N2O1
10: COc1ccc(CCNC2=CC(=O)N(c3ccc(F)cc3)C2=O)cc1
16: O=C(O)CC(NS(=O)(=O)c1c(F)cc(F)cc1Br)c1ccccc1Cl (stereo not drawn)
Screen / compound no.,2,10,16
AID2073,7%,24%,-6%
M17LAP inhibition,-20%,-1%,5%
GPR55 beta-arrestin,-0.2%,0.1%,-0.5%
NOD1 inhibition,-22%,-17%,-40%
KOR beta-arrestin-1,-19%,-6%,-17%
NOD2 inhibition,16%,-2%,12%
KOR beta-arrestin-2,6.9%,-5.7%,0.3%
P. falciparum M1AAP,6%,0%,0%
Dynein cargo inh,0.025,-0.36,0.67
Dynein cargo inh cytoplasmic EGFP,-0.25,-0.12,-0.28
Dynein cargo inh nuclear GR-EGFP,0.14,-0.16,0.71
Dynein cargo inh cell count,-0.11,0.48,-0.93

Later entries
17: COCCCNC(=O)c1c(N)n(-c2ccc(S(N)(=O)=O)cc2)c2nc3ccccc3nc12
18: O=C(Nc1cccc(S(=O)(=O)N2CCOCC2)c1)C1CCCN(C(=O)c2ccc(Cl)cc2)C1 (stereo not drawn)
19: Cc1ccc(-c2nn(-c3ccccn3)c(=O)c3ccccc23)cc1C
20: O=C(Cc1cscn1)c1ccc(O)cc1O
21: Nc1nc2c(nc(SCc3ccccc3Br)n2C2OC(CO)C(O)C2O)c(=O)[nH]1 (stereo not drawn)
22: CCOCCCNC(=O)C(c1ccc(C)cc1)N(Cc1cccs1)C(=O)c1ccccn1 (stereo not drawn)
23: COCC1CCCCN1C(=O)c1cccc(OC2CCN(C(=O)C3CC3)CC2)c1 (stereo not drawn)
24: O=C(NN1C(=O)/C(=C/c2cccs2)SC1=S)c1cccnc1
Screen / compound no.,17,18,19,20,21,22,23,24
AID2073,26%,-6%,1%,0%,5%,1%,10%,-13%
M17LAP inhibition,8%,/,4%,23%,15%,1%,/,15%
GPR55 beta-arrestin,0.3%,0.0%,0.3%,0.0%,-0.5%,-0.1%,-0.1%,0.4%
NOD1 inhibition,-30%,0%,-6%,27%,-11%,-24%,-12%,4%
KOR beta-arrestin-1,-12%,-8%,14%,-63%,-38%,-2%,33%,13%
NOD2 inhibition,6%,17%,18%,4%,-8%,18%,-17%,7%
KOR beta-arrestin-2,0.4%,-2.3%,2.1%,0.0%,6.0%,0.6%,-3.3%,-1.9%
P. falciparum M1AAP,-1%,/,0%,4%,4%,2%,/,9%
Dynein cargo inh,-0.11,-0.2,0.25,-0.56,-0.011,-0.29,/,-1.1
Dynein cargo inh cytoplasmic EGFP,-0.14,-0.8,-0.078,-0.15,-0.33,-0.17,/,-0.27
Dynein cargo inh nuclear GR-EGFP,-0.21,-0.32,0.05,-0.081,-0.28,0.21,/,-0.49
Dynein cargo inh cell count,-0.91,-0.22,0.16,1.2,1.1,0.67,/,0.68

25: O=C(NC(NC(=S)Nc1ccccc1C(=O)O)C(Cl)(Cl)Cl)c1ccco1 (stereo not drawn)
26: Nc1sc(-c2ccccc2)cc1C(=O)O
27: COc1ccc(S(=O)(=O)NCc2cccnc2)cc1Br
28: CCCCC(=O)Nc1ccc(C(=O)NNC(=S)NC(=O)c2ccco2)cc1
29: COc1ccc(OC)c(-c2nc3c(C)n[nH]c(=O)c3[nH]2)c1
30: O=C(OC(C(=O)NCC1CCCO1)c1ccccn1)c1cccs1 (stereo not drawn)
31: Cn1c(SCC(=O)NNC(=O)Cc2ccccc2)nc2ccccc2c1=O
32: CC(=O)/C=C1/C(=O)Nc2ccccc21
Screen / compound no.,25,26,27,28,29,30,31,32
AID2073,2%,-14%,10%,12%,0%,0%,2%,49%
M17LAP inhibition,22%,3%,/,2%,-3%,4%,-8%,-1%
GPR55 beta-arrestin,0.2%,-0.1%,-0.2%,-0.2%,0.2%,-0.1%,1.2%,0.0%
NOD1 inhibition,-9%,7%,22%,-28%,62%,-8%,-40%,-31%
KOR beta-arrestin-1,21%,-30%,2%,5%,-7%,-12%,-17%,-64%
NOD2 inhibition,12%,10%,48%,15%,-16%,-8%,-3%,2%
KOR beta-arrestin-2,11%,3.9%,-0.4%,-3.8%,-2.9%,-4.9%,-1.2%,-1.2%
P. falciparum M1AAP,9%,18%,/,0%,0%,9%,1%,1%
Dynein cargo inh,1.4,1.1,/,-0.63,1.6,0.42,0.034,-5.6*
Dynein cargo inh cytoplasmic EGFP,-0.26,-0.25,/,-0.33,-0.042,-0.27,0.39,1.7*
Dynein cargo inh nuclear GR-EGFP,0.75,1.1,/,0.18,-0.18,0.51,-0.11,-2.8*
Dynein cargo inh cell count,0.21,0.64,/,0.68,-0.36,0.36,0.3,0.73*

Part of the list above with just Dynein cargo inh nuclear GR-EGFP, Dynein cargo inh cell count and KOR beta-arrestin-1:
nr | Compound | Dynein cargo inh nuclear GR-EGFP | Dynein cargo inh cell count | KOR beta-arrestin-1
29 | COc1ccc(OC)c(-c2nc3c(C)n[nH]c(=O)c3[nH]2)c1 | -0.18 | -0.36 | -7%
26 | Nc1sc(-c2ccccc2)cc1C(=O)O | 1.1 | 0.64 | -30%

Next section.
33: CC(C)CN(C(=O)COC(=O)Cc1n[nH]c(=O)c2ccccc12)C1CCS(=O)(=O)C1 (stereo not drawn)
34: Cn1nc([N+](=O)[O-])nc1N1CCOCC1
35: O=C1C(c2ccc(F)cc2)N(C2CCCCC2)C(=O)CN1C1CCCC1 (stereo not drawn)
36: O=S(=O)(O)c1cc(OS(=O)(=O)c2ccccc2)cc2ccccc12
Screen / compound no.,33,34,35,36
AID2073,12%,-7%,3%,12%
M17LAP inhibition,-9%,9%,-8%,/
GPR55 beta-arrestin,-0.1%,-0.1%,-0.1%,-0.4%
NOD1 inhibition,0%,-22%,-2%,15%
KOR beta-arrestin-1,4%,47%,5%,-38%[20 µM]
NOD2 inhibition,-9%,6%,0%,19%
KOR beta-arrestin-2,0.1%,2.0%,-0.7%,4.3%
P. falciparum M1AAP,2%,5%,7%,/
Dynein cargo inh,-0.31,-0.13,4.1,/
Dynein cargo inh cytoplasmic EGFP,0.13,-0.2,-0.06,/
Dynein cargo inh nuclear GR-EGFP,0.11,1,2.4,/
Dynein cargo inh cell count,-0.063,-0.87,-2.4,/

Screens: PubChem BioAssay, several laboratories
